# mut p53 react – mutant p53 pathway reactivation; 1.5% of 28,000 active; activation, % at 9.98 µM; AID 624151; SW480 PUMA-promoter luciferase; in the data active = activation above about 52%
# STK33 kin inh – inhibitors of human STK33 kinase; inhibition, % at 12.5 µM; Q9BYT3; ADP-Glo luminescence, MBP substrate; 0.44% of 27,000 active; in the data active = inhibition above about 20%
# Target sequence (Q9BYT3 whole entry, looked up): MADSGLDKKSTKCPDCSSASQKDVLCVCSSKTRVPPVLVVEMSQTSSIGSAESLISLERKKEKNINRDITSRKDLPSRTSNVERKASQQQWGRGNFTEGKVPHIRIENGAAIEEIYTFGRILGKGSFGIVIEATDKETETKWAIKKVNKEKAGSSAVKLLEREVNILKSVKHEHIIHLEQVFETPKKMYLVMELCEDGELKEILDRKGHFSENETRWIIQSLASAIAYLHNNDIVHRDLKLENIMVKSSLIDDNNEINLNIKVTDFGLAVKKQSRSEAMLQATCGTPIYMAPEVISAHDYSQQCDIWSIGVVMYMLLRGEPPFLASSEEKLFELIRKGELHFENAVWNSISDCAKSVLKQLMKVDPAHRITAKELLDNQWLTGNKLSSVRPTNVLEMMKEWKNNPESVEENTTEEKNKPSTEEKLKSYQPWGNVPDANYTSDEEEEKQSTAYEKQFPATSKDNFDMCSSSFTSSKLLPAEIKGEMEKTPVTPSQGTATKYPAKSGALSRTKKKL
# Numbers without * were called inactive; x = not tested or not shown. Not all compounds are listed. The share of hits here may be higher or lower than overall.
canonical_smiles	mut p53 react	STK33 kin inh
C=CC(C)(C)c1[nH]cnc1/C=C1\NC(=O)C(C(C)C)NC1=O (centres undefined)	7	0
CCCC(O)C#Cc1cnc2c(c1)C(=O)N([C@H](C)CO)C[C@H](C)[C@H](CN(C)S(=O)(=O)c1ccc(OC)cc1)O2 (some centres undefined)	8	2
Cc1noc(C)c1NC(=O)N(C)C[C@@H]1Oc2ccc(NC(=O)Nc3ccc(C(F)(F)F)cc3)cc2CC(=O)N([C@@H](C)CO)C[C@H]1C	-3	x
CCCN(C)C[C@H]1OCc2cnnn2CCCC(=O)N([C@H](C)CO)C[C@H]1C	x	1
C[C@@H]1CN([C@@H](C)CO)C(=O)CCCn2nncc2CO[C@@H]1CN(C)S(=O)(=O)c1ccc(Oc2ccccc2)cc1	x	3
COc1ccc(S(=O)(=O)Nc2cccc3c2O[C@H](CN(C)Cc2ccc4c(c2)OCO4)[C@@H](C)CN([C@@H](C)CO)C3=O)cc1	-3	x
CNC[C@@H]1Oc2c(NC(=O)Nc3c(C)noc3C)cccc2C(=O)N([C@@H](C)CO)C[C@@H]1C	5	x
O=C(NCc1cccnc1)c1ccccc1[N+](=O)[O-]	-8	0
COc1ccc(S(=O)(=O)N(C)C[C@@H]2OCc3cn(nn3)CCCC(=O)N([C@H](C)CO)C[C@@H]2C)cc1	x	1
C[C@@H]1CN([C@@H](C)CO)C(=O)c2cc(NC(=O)Cn3cnnn3)ccc2O[C@@H]1CN(C)S(=O)(=O)c1ccc(F)cc1	x	1
COc1ccc(-c2nnc(SCC(=O)c3ccc(F)cc3)n2-c2ccccc2)cc1OC	21	1
O=C(CSc1n[nH]c(-c2ccco2)n1)Nc1ccc(I)cc1	12	3
COc1ccc(NC(=O)N(C)C[C@H]2Oc3ccc(NC(=O)NC(C)C)cc3CC(=O)N([C@@H](C)CO)C[C@H]2C)cc1	x	-1
CCOc1ccc(-n2nc3cc(C)c(NC(=O)c4cc(-n5cnnc5)ccc4Cl)cc3n2)cc1	14	8
Cc1ccc(S(=O)(=O)N(C)C[C@H]2OCCCC[C@H](C)Oc3ccc(NC(=O)NC(C)C)cc3C(=O)N([C@@H](C)CO)C[C@H]2C)cc1	-3	x
C[C@@H]1O[C@@H](Oc2cc(O)c3c(=O)c(O[C@@H]4O[C@@H](C)[C@H](O)[C@@H](O[C@@H]5OC[C@@H](O)[C@H](O)[C@H]5O)[C@H]4O[C@@H]4O[C@H](CO)[C@@H](O)[C@H](O)[C@H]4O)c(-c4ccc(O)cc4)oc3c2)[C@H](O)[C@H](O)[C@H]1O	14	-6
C[C@@H]1CN([C@H](C)CO)C(=O)CCCn2nncc2CO[C@@H]1CN(C)S(=O)(=O)c1ccccc1	x	-1
C[C@H](CO)N1C[C@H](C)[C@@H](CN(C)Cc2ccncc2)Oc2c(NC(=O)C3CCOCC3)cccc2C1=O	0	x
CC1(C)CC2/C(CO)=C\C=C[C@@](C)(O)CC[C@]21O (some centres undefined)	-6	x
CCCCCCCC1OC(=O)CCC(O)/C=C\C(O)C1O (centres undefined)	x	0
COc1ccc(C#Cc2cnc3c(c2)C(=O)N([C@H](C)CO)C[C@H](C)[C@@H](CN(C)C(=O)c2ccccc2F)O3)cc1	10	x
COC(=O)c1ccccc1NC(=O)Cn1c(C(F)(F)F)nc2ccccc21	-7	1
C[C@@H]1CN([C@H](C)CO)C(=O)c2cc(C#CCC3CCCC3)cnc2O[C@@H]1CN(C)Cc1ccccn1	-9	x
O=C(CSc1n[nH]c(-c2ccncc2)n1)Nc1ccc(Cl)cc1Cl	2	2
COc1ccc(S(=O)(=O)N(C)C[C@@H]2Oc3ccc(NC(=O)c4ccncc4)cc3CC(=O)N([C@@H](C)CO)C[C@@H]2C)cc1	x	5
COCCNC(=O)C[C@@H]1C[C@@H]2c3cc(NC(=O)Nc4ccc(C(F)(F)F)cc4)ccc3O[C@@H]2[C@@H](CO)O1	11	x
COc1ccc(S(=O)(=O)N(C)C[C@@H]2Oc3c(NS(=O)(=O)c4ccc(F)cc4)cccc3C(=O)N([C@H](C)CO)C[C@H]2C)cc1	x	0
COc1ccc(CN(C)C[C@@H]2OCCCC[C@@H](C)Oc3ccc(NC(=O)Nc4ccccc4)cc3C(=O)N([C@H](C)CO)C[C@@H]2C)cc1	x	-2
Cc1ccc(S(=O)(=O)N(C)C[C@@H]2OCCCC[C@@H](C)Oc3ccc(NC(=O)Nc4ccc(F)cc4)cc3C(=O)N([C@H](C)CO)C[C@@H]2C)cc1	x	2
C[C@H]1CN([C@@H](C)CO)C(=O)Cc2cc(NS(=O)(=O)c3ccccc3)ccc2O[C@@H]1CN(C)C(=O)Nc1ccc(F)cc1	x	-1
C[C@@H]1CN([C@H](C)CO)C(=O)Cc2cc(NC(=O)Nc3ccc(F)cc3)ccc2O[C@@H]1CN(C)C(=O)Nc1ccccc1	6	-2
COC(=O)c1ccc(C2C(C(=O)c3ccco3)C(=O)C(=O)N2Cc2ccco2)cc1 (centres undefined)	1	-6
O=C(Cn1ccc([N+](=O)[O-])n1)NCc1ccco1	1	-3
c1ccc(-c2nc3ccc(Cc4ccc5nc(-c6ccccn6)c(-c6ccccn6)nc5c4)cc3nc2-c2ccccn2)nc1	-21	9
Cc1nnc(SCC(=O)Nc2ccc(Cl)cc2)n1-c1ccccc1	-7	3
COc1cc(/C=C\C(=O)O)cc(OC)c1OC	-4	-2
Cc1sc2nc(SCC(=O)Nc3c(F)cc(F)cc3Br)n(C)c(=O)c2c1C	-4	0
CN(c1ccccc1C(=O)Nc1ccccc1C(=O)N1CCOCC1)S(C)(=O)=O	-16	1
COc1ccccc1NC(=O)Cn1nnc(-c2cccs2)n1	-2	0
C[C@H]1CN([C@@H](C)CO)C(=O)c2cc(NS(=O)(=O)c3ccc(Cl)cc3)ccc2O[C@H]1CN(C)C(=O)Nc1ccc(F)cc1	x	1
CC(C)NC(=O)N(C)C[C@@H]1Oc2ccc(NC(=O)CCC(F)(F)F)cc2C(=O)N([C@H](C)CO)C[C@H]1C	7	x
O=C(NCc1cccnc1)c1cnn2c(C(F)F)cc(-c3ccccc3)nc12	14	2
C[C@@H]1CN([C@@H](C)CO)C(=O)c2cc(NC(=O)Nc3ccc4c(c3)OCO4)ccc2O[C@@H]1CN(C)S(=O)(=O)c1cn(C)cn1	5	4
C[C@@H]1CN([C@@H](C)CO)C(=O)Cc2cc(NS(=O)(=O)c3ccc(F)cc3)ccc2O[C@@H]1CN(C)S(=O)(=O)c1ccccc1	x	-1
C/C=C/c1ccc2c(c1)O[C@@H](CN(C)C(=O)c1ccncc1)[C@H](C)CN([C@@H](C)CO)S2(=O)=O	-1	x
CCC(O)c1ccc2c(=O)c(-c3ccccc3F)coc2c1 (centres undefined)	x	1
C[C@H]1CCCCO[C@@H](CN(C)C(=O)C2CCCCC2)[C@@H](C)CN([C@@H](C)CO)C(=O)c2cc(NS(=O)(=O)c3cn(C)cn3)ccc2O1	2	x
CNC[C@H]1Oc2c(NC(=O)c3nc4ccccc4s3)cccc2C(=O)N([C@H](C)CO)C[C@@H]1C	-77	x

# An excerpt from above in order of length of the SMILES, smallest number first:
canonical_smiles	mut p53 react	STK33 kin inh
O=C(NCc1cccnc1)c1cnn2c(C(F)F)cc(-c3ccccc3)nc12	14	2
Cc1sc2nc(SCC(=O)Nc3c(F)cc(F)cc3Br)n(C)c(=O)c2c1C	-4	0
CN(c1ccccc1C(=O)Nc1ccccc1C(=O)N1CCOCC1)S(C)(=O)=O	-16	1
CNC[C@H]1Oc2c(NC(=O)c3nc4ccccc4s3)cccc2C(=O)N([C@H](C)CO)C[C@@H]1C	-77	x
C/C=C/c1ccc2c(c1)O[C@@H](CN(C)C(=O)c1ccncc1)[C@H](C)CN([C@@H](C)CO)S2(=O)=O	-1	x
CC(C)NC(=O)N(C)C[C@@H]1Oc2ccc(NC(=O)CCC(F)(F)F)cc2C(=O)N([C@H](C)CO)C[C@H]1C	7	x
C[C@H]1CN([C@@H](C)CO)C(=O)c2cc(NS(=O)(=O)c3ccc(Cl)cc3)ccc2O[C@H]1CN(C)C(=O)Nc1ccc(F)cc1	x	1
C[C@@H]1CN([C@@H](C)CO)C(=O)Cc2cc(NS(=O)(=O)c3ccc(F)cc3)ccc2O[C@@H]1CN(C)S(=O)(=O)c1ccccc1	x	-1
C[C@@H]1CN([C@@H](C)CO)C(=O)c2cc(NC(=O)Nc3ccc4c(c3)OCO4)ccc2O[C@@H]1CN(C)S(=O)(=O)c1cn(C)cn1	5	4
C[C@H]1CCCCO[C@@H](CN(C)C(=O)C2CCCCC2)[C@@H](C)CN([C@@H](C)CO)C(=O)c2cc(NS(=O)(=O)c3cn(C)cn3)ccc2O1	2	x

# The main list resumes, starting two compounds before the break.
canonical_smiles	mut p53 react	STK33 kin inh
C[C@H]1CCCCO[C@@H](CN(C)C(=O)C2CCCCC2)[C@@H](C)CN([C@@H](C)CO)C(=O)c2cc(NS(=O)(=O)c3cn(C)cn3)ccc2O1	2	x
CNC[C@H]1Oc2c(NC(=O)c3nc4ccccc4s3)cccc2C(=O)N([C@H](C)CO)C[C@@H]1C	-77	x
CC(C)Cc1nc(SC(C)C(=O)Nc2ccc(Cl)cc2)n[nH]1 (centres undefined)	-44	-6
COc1ccc(OC)c(NC(=O)CSc2nc3ccccc3n2C2CCCCC2)c1	2	-5
Cc1ccc(NC(=O)CSC2CC(=O)N(c3ccc(Cl)cc3)C2=O)cc1 (centres undefined)	9	-3
C=CC/C=C\C/C=C\CCCCCCCc1cccc(O)c1C(=O)O	5	-7
COC(=O)c1cccc(NC(=O)CSc2nc3ccccc3s2)c1	7	3
O=C1N(Cc2ccccc2)Cc2ccccc2[C@@H]2OC(c3ccc(OCCCO)cc3)=N[C@]12CCS(=O)(=O)c1ccccc1	x	5
C[C@@H]1CN([C@@H](C)CO)C(=O)Cc2cc(NS(C)(=O)=O)ccc2O[C@@H]1CN(C)S(=O)(=O)c1ccc(F)cc1	x	0
C[C@@H]1CN([C@@H](C)CO)C(=O)c2cc(C3=CCCC3)cnc2O[C@@H]1CN(C)C(=O)c1ccc2c(c1)OCO2	2	x
C[C@@H]1CN([C@H](C)CO)C(=O)c2c(c3ccccc3n2C)-c2ccccc2CO[C@@H]1CN(C)S(=O)(=O)c1ccc(Cl)cc1	-46	x
C[C@@H]1CN([C@@H](C)CO)C(=O)c2cc(N(C)C)ccc2O[C@H]1CN(C)C(=O)Nc1ccc(C(F)(F)F)cc1	4	x
C[C@H](CO)N1C[C@H](C)[C@@H](CN(C)Cc2ccc3c(c2)OCCO3)OCc2cn(nn2)CCCC1=O	x	-6
COc1ccc(CNc2nc(-c3ccc(Cl)cc3)nn2C(=O)c2ccco2)cc1	87*	3
O=C(Nc1ccccc1)c1ccc(S(=O)(=O)NCc2ccco2)cc1	14	5
CC(C)CC#Cc1ccc2c(c1)O[C@H](CN(C)C(=O)Cc1ccccn1)[C@@H](C)CN([C@@H](C)CO)S2(=O)=O	-13	x
O=C(COc1ccc([N+](=O)[O-])cc1)Nc1cccc(-c2nc3c(ccc4ccccc43)o2)c1	27	-2
CC(=O)c1ccc(NC(=O)CSc2ncnc3c2sc2nc4c(cc23)COC(C)(C)C4)cc1	23	-4
COc1ccc(NC(=O)c2ccco2)cc1NC(=O)CSc1ccc(Cl)cc1	15	0
Cc1noc(C)c1NC(=O)N(C)C[C@H]1OCCCC[C@@H](C)Oc2ccc(NC(=O)Nc3ccc(C(F)(F)F)cc3)cc2C(=O)N([C@H](C)CO)C[C@@H]1C	x	-1
C[C@@H]1CN([C@@H](C)CO)C(=O)Cc2cc(NS(=O)(=O)c3ccc(Cl)cc3)ccc2O[C@@H]1CN(C)C(=O)Nc1ccccc1	12	4
O=C(CCCN1C(=O)c2ccccc2C1=O)Nc1cccc(Cl)c1	28	0
O=C(Nc1ccc([N+](=O)[O-])cc1O)Nc1ccccc1Br	x	3
C[C@@H]1CN([C@H](C)CO)C(=O)c2cc(N(C)C)ccc2O[C@@H]1CN(C)Cc1ccc2c(c1)OCO2	20	x
CNC[C@H]1Oc2c(NC(=O)c3ccncc3)cccc2C(=O)N([C@@H](C)CO)C[C@@H]1C	0	x
COc1ccccc1NC(=O)CN(c1ccc(F)c(Cl)c1)S(C)(=O)=O	3	1
CCOC(=O)c1c(NC(=O)c2nc3nc(C)cc(C(F)F)n3n2)sc(C)c1C	2	-1
CNC[C@@H]1Oc2c(NS(C)(=O)=O)cccc2C(=O)N([C@@H](C)CO)C[C@H]1C	0	x
C[C@@H]1CCCCO[C@@H](CN(C)C(=O)Cc2ccccc2)[C@@H](C)CN([C@H](C)CO)C(=O)c2cc(NC(=O)Nc3ccc(C(F)(F)F)cc3)ccc2O1	x	-2
O=C(NC(=S)NCc1cccnc1)c1cc2ccccc2o1	20	2
Cc1ccc(S(=O)(=O)N(C)C[C@H]2Oc3ccc(NC(=O)Nc4c(C)noc4C)cc3CC(=O)N([C@@H](C)CO)C[C@H]2C)cc1	x	-8
Cc1ccc(/C=C/c2ccc(=O)n(Cc3ccccc3Cl)n2)cc1	-4	x
Cc1ccc(-c2ccc3c(c2)O[C@H](CN(C)C(=O)CN(C)C)[C@H](C)CN([C@@H](C)CO)S3(=O)=O)cc1	-3	x
Cc1sc2nc(SCc3nc4ccccc4[nH]3)n(-c3ccccc3)c(=O)c2c1C	0	1
C[C@H](CO)N1C[C@H](C)[C@H](CN(C)C(=O)c2ccccc2)Oc2cc(/C=C/c3ccccc3)ccc2S1(=O)=O	-3	x
Cc1noc(C)c1S(=O)(=O)Nc1ccc2c(c1)C(=O)N([C@@H](C)CO)C[C@H](C)[C@@H](CN(C)C(=O)Cc1ccccc1)OCCCC[C@H](C)O2	-9	x
COc1ccc(NC(=O)Nc2ccc3c(c2)C(=O)N([C@H](C)CO)C[C@H](C)[C@@H](CN(C)S(=O)(=O)c2cccs2)O3)cc1	-4	x
C[C@@H]1CN([C@H](C)CO)C(=O)c2cc(NS(=O)(=O)c3ccccc3)ccc2O[C@@H](C)CCCCO[C@H]1CN(C)Cc1ccncc1	9	x
C[C@H]1CN([C@@H](C)CO)C(=O)c2cc(NC(=O)Cc3ccccc3)ccc2O[C@H]1CN(C)C	x	1
C[C@@H]1CN([C@@H](C)CO)C(=O)c2cc(NC(=O)Nc3ccc4c(c3)OCO4)ccc2O[C@H]1CN(C)Cc1ccncc1	-2	x
